Bioassay records as filed in PubChem.
RSV CPE inhibition: RSV antiviral activity via CPE protection, HEp-2 cells, primary 10 µM value included (AID 2391) | 0.13% of 310,000 active | HEp-2 cells, RSV-induced CPE inhibition; higher % means a stronger effect | one-dose CPE inhibition, % at 10 µM; IC50 in µM for titrated hits; in the data active = a potency from the dose series; inconclusive = CPE inhibition mostly from about 23% at the one dose, without a potency; inactive = the rest, 99 in 100 with CPE inhibition below about 21%; also: strong numbers were not always called active
GPR55 antagonists: GPR55 antagonists blocking LPI-driven arrestin recruitment, primary screen, imaging, U2OS, beta-arrestin-GFP, LPI agonist (AID 2013); 0.13% of 290,000 active; inhibition, % at 10 µM; hits with a dose series show IC50 in µM; U2OS GPR55 beta-arrestin-GFP translocation imaging, LPI antagonism; higher % means a stronger effect; G-protein coupled receptor 55 (Homo sapiens);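 active = spots per cell inhibited over 60%, with over 100 cells counted and total cytoplasm intensity under 500,000; inconclusive = wells with under 100 cells, flagged as likely toxic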;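 also: U2OS cells stably carrying GPR55 and arrestin-GFP stimulated by 5 µM LPI near EC80; imaged beta-arrestin-GFP aggregate spots per cell after agonist stimulation; plate controls were LPI-stimulated DMSO wells for no effect and DMSO wells without LPI for full effect; some results filed as inactive read as strong as hits; confirmed hits need IC50 under 10 µM and bright autofluorescent wells are also inconclusive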
Dengue-2 NS5 capping: Dengue-2 NS5 methyltransferase inhibitors, primary screen, biochemical, confirmation dose response (AID 588689). Genome polyprotein (Dengue virus type 2 (strain 16681-PDK53)). 0.3% of 340,000 active. Dengue-2 NS5 methyltransferase capping enzyme assay, biochemical; higher % means a stronger effect. one-dose inhibition, % at 25 µM; IC50 in µM for titrated hits; in the data active = a potency from the dose series; inconclusive = inhibition above about 29% without an active follow-up result
Rac1 GTP hydrolysis: MgcRacGAP GTPase-activating activity inhibitors, confirmation, biochemical, ADP Hunter fluorescence. Rac GTPase-activating protein 1 (Homo sapiens). 0.6% of 340,000 active. MgcRacGAP-stimulated Rac1 GTP hydrolysis, ADP Hunter fluorescence; higher % means a stronger effect; GST-tagged Rac1 F28L mutant substrate. inhibition, % at 30 µM, or IC50 in µM where a hit was titrated;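 active = first-screen hits whose inhibition reached a set limit at any dose in the follow-up dose series; inconclusive = inhibition above the set first-screen limit but never retested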;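 also: fluorescence reports GDP produced by GAP-driven GTP hydrolysis; strong numbers were not always called active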
Large T inhibition: SV40 large T antigen inhibitors, biochemical (AID 1903). 0.39% of 310,000 active. SV40 large T antigen ATPase/helicase inhibition assay; higher % means a stronger effect. inhibition, % at 20 µM; hits with a dose series show IC50 in µM; in the data active = a potency from the dose series; inconclusive = inhibition mostly from about 32% at the one dose, without a potency; inactive = the rest, 99 in 100 with inhibition below about 32%; also: strong numbers were not always called active
HIV fusion peptide: inhibitors of HIV fusion peptide binding, primary screen, biochemical, uHTS, fluorescence dequenching (AID 1986) | cell-free peptide binding, fluorescence dequenching, 30 min; higher % means a stronger effect | inhibition, % at 20 µM; hits with a dose series show IC50 in µM | 0.3% of 290,000 active; in the data active = inhibition mostly above about 52%, no sharp cut-off; inactive = mostly below about 76%; also: some results filed as inactive read as strong as hits
Salmonella PhoP GFP: inhibitors of PhoP regulon expression, primary screen, Salmonella Typhimurium, GFP reporter (AID 1863); 0.16% of 300,000 active; inhibition, % at 50 µM, or IC50 in µM where a hit was titrated; S. Typhimurium PhoP-regulated promoter GFP reporter, 4 h; higher % means a stronger effect;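 active = inhibition over 29.93%, a cutoff 3 SD above the screen mean, later confirmed by dose response; inconclusive = inhibition over 29.93% but no dose response follow-up; inactive = inhibition at most 29.93% or unconfirmed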;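 also: 0% = low Mg2+ inducing control and 100% = high Mg2+ repressing control; strong numbers were not always called active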
GPR35 antagonists: GPR35 antagonists blocking zaprinast-driven arrestin recruitment, primary screen, imaging, U2OS, beta-arrestin-GFP, zaprinast agonist (AID 2058); G-protein coupled receptor 35 (Homo sapiens); U2OS GPR35 beta-arrestin-GFP translocation imaging, zaprinast antagonism; higher % means a stronger effect; one-dose inhibition, % at 10 µM; IC50 in µM for titrated hits; 0.052% of 290,000 active;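 active = inhibition of at least 50% with at least 30 cells and total cytoplasm GFP at most 10,000,000; inconclusive = under 30 cells or total GFP of 10,000,000 plus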
K1F lysis inhibition: inhibition of K1F phage lysis, E. coli UTI89, bacterial capsule biogenesis inhibitors, alamar blue (AID 488966); E. coli UTI89 K1F phage lysis, alamar blue, 2 h; higher % means a stronger effect; inhibition, % at 100 µM; hits with a dose series show IC50 in µM; 0.02% of 340,000 active;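 active = phage lysis inhibition, versus mean bacterial control, above a set limit; inconclusive = no clear call, values can overlap the other calls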;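 also: capsule biogenesis inhibitors block K1F phage lysis so surviving cells raise fluorescence; higher fluorescence means more inhibition of phage lysis; actives were called in the ten point dose series up to 300 µM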
Dengue-2 NS5 capping pilot replicate: second read-out of Dengue-2 NS5 capping, no call of its own (marks repeat the call); inhibition, %; measured here: pilot screen replicate inhibition
Active calls of the source: *; ? = inconclusive; . = no result given; [ ] = dose if it differs, or a comment. Rows were taken by chance; about 1.5% have a hit in one of these screens.

SMILES	RSV CPE inhibition	GPR55 antagonists	Dengue-2 NS5 capping	Rac1 GTP hydrolysis	Large T inhibition	HIV fusion peptide	Salmonella PhoP GFP	GPR35 antagonists	K1F lysis inhibition	others
Cc1ccc(S(=O)(=O)N2CCN(S(C)(=O)=O)C2c2ccccc2)cc1 (centres undefined)	-0.5%	10%	-2%	4%	-2%	2.2%	11%	-9%	0.5%
COc1ccc(OC)c(NC(=O)c2nc(-c3ccccc3)oc2C)c1	5.0%	18%	-4%	4%	17%	-2.5%	0%	-1%	-0.1%
Cc1ccc(NC(=O)Cn2cccc2)c(Br)c1	1.1%	16%	-2%	6%	0%	-1.7%	-1%	17%	7.1%
Cc1[nH]c2ccc(C(=O)NCCN3CCCCCC3)cc2c1C	1.1%	13%	3%	1%	26%	0.5%	-2%	1%	0.1%
CN(CCOc1cccc2ccccc12)Cc1ccccc1	0.3%	22%	-4%	26%	4%	1.8%	12%	14%	0.7%
O=C(O)CCn1c(SCc2cccc3ccccc23)nc2ccccc21	16%	10%	6%	7%	-4%	-1.2%	-11%	2%	1.8%	Dengue-2 NS5 capping pilot replicate=-6.1
Nc1ccccc1N1CCOCC1	-1.5%	3%	-8%	2%	-3%	0.6%	12%	-2%	1.3%
COc1ccc(NC(=O)c2ccco2)cc1NC(=O)c1cccs1	-0.3%	3%	-5%	6%	15%	-1.2%	0%	-22%	5.4%
Cc1nn(-c2cc(C)c3ccccc3n2)c2c1CCC2	-3.2%	2%	-5%	11%	12%	-1.1%	7%	2%	0.5%	Dengue-2 NS5 capping pilot replicate=2.1
COc1cccc(CNCc2ccc(C(=O)O)cc2)c1OC	-0.1%	13%	-1%	1%	11%	-0.4%	-2%	5%	-0.9%
NC(=O)c1ccccc1N/C=C/C(=O)c1ccco1	-0.6%	19%	7%	15%	14%	4.4%	0%	-10%	0.4%
CC(C)c1nnc(NC(=O)CCC(=O)NCc2ccco2)s1	-0.4%	-7%	-2%	9%	4%	1.1%	-6%	-4%	-0.2%[50 µM]
CCC(NC(=O)OCc1ccccc1)C(=O)Oc1ccc2ccc(=O)oc2c1 (centres undefined)	0.2%	4%	-29%	10%	9%	0.7%	-2%	-16%	0.2%
CCCC1OC23CCCCC2C(C#N)(C(=N)O3)C1(C#N)C#N (centres undefined)	-0.8%	14%	?	11%	38%	2.2%	-54%	-5%	0.1%
COc1ccccc1C(=O)NCCn1cc(SCC(=O)NCc2ccco2)c2ccccc21	2.5%	3%	-5%	10%	7%	5.3%	-1%	3%	4.5%
Cc1cc(C)nc(SCC(=O)Nn2cnnc2)n1	2.2%	0%	-1%	5%	2%	-2.5%	-6%	-4%	0.7%
Cc1cc(NC(=O)CSc2nc(=O)n(CCN(C)C)c3c2CCCC3)no1	6.2%	.	-7%	6%	7%	.	2%	.	0.5%[50 µM]
CCCCCCCC(O)CC(CC1CCCCC1)C(=O)NN (centres undefined)	-0.1%	-4%	2%	-6%	19%	-1.0%	4%	0%	-1.1%[50 µM]
CCCCOc1ccc(C(=O)NCCOc2cccc(OC)c2)cc1	2.2%	3%	-7%	5%	6%	-2.4%	9%	-18%	0.6%
CCCOc1ccc(C2/C(=C(\O)c3c(C)[nH]c(C(=O)OC)c3C)C(=O)C(=O)N2CCN(C)C)cc1 (centres undefined)	-1.0%	7%	4%	8%	1%	-0.8%	0%	-16%	1.2%
CCOc1ccc(NC2c3ccccc3C(=O)N2Cc2ccc3c(c2)OCO3)cc1 (centres undefined)	35%	13%	-3%	13%	9%	0.7%	0%	17%	1.9%
CCn1c(SCC(=O)O)nnc1-c1cc2c(C)nn(-c3ccccc3)c2s1	-1.9%	-4%	-2%	9%	0%	-2.0%	9%	-12%	2.1%
COc1ccc(-c2c(-c3ccccc3OC)sc3ccccc23)cc1C=O	-0.9%	.	-6%	6%	.	.	.	.	-0.7%
COc1cc(/C=N/n2cnc3c(sc4nc(C)cc(C)c43)c2=O)ccc1O	1.8%	13%	.	.	3%	-1.3%	-12%	10%	.
COc1ccc(OC)c(CCNC(=O)Cn2nc(C)c3c(C)n(-c4ccccc4)nc3c2=O)c1	-0.3%	-15%	11%	-10%	2%	-0.4%	-1%	-9%	0.0%

Some of these compounds in order of molar mass, rising:
SMILES	RSV CPE inhibition	GPR55 antagonists	Dengue-2 NS5 capping	Rac1 GTP hydrolysis	Large T inhibition	HIV fusion peptide	Salmonella PhoP GFP	GPR35 antagonists	K1F lysis inhibition	others
COc1cccc(CNCc2ccc(C(=O)O)cc2)c1OC	-0.1%	13%	-1%	1%	11%	-0.4%	-2%	5%	-0.9%
CCCCOc1ccc(C(=O)NCCOc2cccc(OC)c2)cc1	2.2%	3%	-7%	5%	6%	-2.4%	9%	-18%	0.6%
COc1ccc(-c2c(-c3ccccc3OC)sc3ccccc23)cc1C=O	-0.9%	.	-6%	6%	.	.	.	.	-0.7%

Later entries:
SMILES	RSV CPE inhibition	GPR55 antagonists	Dengue-2 NS5 capping	Rac1 GTP hydrolysis	Large T inhibition	HIV fusion peptide	Salmonella PhoP GFP	GPR35 antagonists	K1F lysis inhibition	others
CCOc1ccc(N(CC(=O)Nc2ccc(OC)cc2)S(=O)(=O)c2c(C)noc2C)cc1	2.1%	-16%	-4%	5%	17%	2.1%	4%	-3%	-5.7%
CN(Cc1nc(-c2ccccc2)no1)C(=O)c1ccc2c(c1)OCO2	-0.6%	.	4%	5%	1%	.	4%	.	2.3%[50 µM]
CN(C)c1ccc(/C=C2\SC(=O)N(CCc3nnc(N)s3)C2=O)cc1	-1.1%	0%	-20%	1%	23%	26%	1%	15%	0.9%
CCOC(=O)CC(=O)CSc1ccc2nnc(-c3ccc(C)cc3)n2n1	1.1%	-4%	2%	10%	-1%	0.9%	-1%	22%	6.3%
COc1ccc(C(=O)Oc2ccc3ccc(=O)oc3c2)cc1OC	1.1%	2%	-2%	7%	3%	-0.7%	-2%	19%	0.0%
CCNc1nc(NC(C)(C)C)nc(N(C#N)CC)n1	-1.4%	-1%	-4%	4%	13%	-1.7%	4%	-6%	-0.2%
Cc1cc(C2C(=O)CC(=O)CC2c2ccccc2)on1 (centres undefined)	0.2%	-10%	29%	-22%	32%	-1.5%	-3%	3%	0.4%
O=C(Nc1ccc2oc(-c3ccccc3)nc2c1)C1CCCO1 (centres undefined)	1.3%	7%	5%	2%	2%	1.9%	1%	-2%	6.4%
O=C(Cn1cc(C(=O)c2cccs2)c2ccccc21)NCc1ccc2c(c1)OCO2	6.5%	-3%	-4%	15%	10%	3.4%	-9%	-3%	-0.8%
Cc1ccc(CNC(=O)CCC2CCCN(C(=O)c3ccc4c(c3)OCO4)C2)o1 (centres undefined)	0.5%	8%	3%	10%	13%	-2.1%	5%	4%	0.1%
O=C(OCCNC(=O)c1ccc2ccccc2n1)c1ccc(F)cc1	3.4%	-13%	-10%	-4%	-1%	-1.9%	1%	4%	2.9%
O=C1c2cccc3cccc(c23)C(=O)N1OS(=O)(=O)c1ccc(Br)cc1	3.5%	35%	-10%	9%	8%	-1.0%	-9%	-6%	0.3%
O=C(Cc1ccccc1)NCC(=O)Nc1cc(Cl)ccc1Cl	.	-9%	3%	1%	.	-0.6%	.	-10%	0.4%
CCCCSc1nc2c(cc1C#N)CCC2	1.4%	-3%	-7%	6%	-3%	1.2%	10%	9%	0.5%
COc1ccc2nc(SCc3nc(N)nc(Nc4ccccc4)n3)[nH]c2c1	1.5%	-15%	-5%	9%	9%	24%	6%	-8%	0.0%
CC(C)CC(NC(=O)C(NC(=O)OC(C)(C)C)C(C)C)C(N)=O (centres undefined)	0.5%	18%	-5%	2%	.	-0.8%	.	26%	-0.1%
COc1ccccc1OCC(=O)NCC1CCCN(Cc2cnn(C(C)C)c2)C1 (centres undefined)	0.6%	0%	3%	12%	18%	1.3%	0%	-6%	0.3%
CN1CCN(NC(=O)c2cccc(F)c2)CC1	1.5%	10%	-5%	6%	10%	-0.9%	-2%	2%	0.7%
COc1ccc(F)c(C2C(C#N)=C(N)Oc3n[nH]c(C(C)(C)C)c32)c1 (centres undefined)	2.3%	-9%	-8%	3%	10%	0.9%	5%	0%	-0.4%
CC1CCCCC12NC(=O)N(CC(=O)N1CCN(S(=O)(=O)/C=C/c3ccccc3)CC1)C2=O (centres undefined)	0.2%	.	-10%	4%	.	.	.	.	0.3%[50 µM]

Among those listed so far, these have an aryl thioether with sulfur outside any ring:
SMILES	RSV CPE inhibition	GPR55 antagonists	Dengue-2 NS5 capping	Rac1 GTP hydrolysis	Large T inhibition	HIV fusion peptide	Salmonella PhoP GFP	GPR35 antagonists	K1F lysis inhibition	others
O=C(O)CCn1c(SCc2cccc3ccccc23)nc2ccccc21	16%	10%	6%	7%	-4%	-1.2%	-11%	2%	1.8%	Dengue-2 NS5 capping pilot replicate=-6.1
COc1ccccc1C(=O)NCCn1cc(SCC(=O)NCc2ccco2)c2ccccc21	2.5%	3%	-5%	10%	7%	5.3%	-1%	3%	4.5%
Cc1cc(C)nc(SCC(=O)Nn2cnnc2)n1	2.2%	0%	-1%	5%	2%	-2.5%	-6%	-4%	0.7%
Cc1cc(NC(=O)CSc2nc(=O)n(CCN(C)C)c3c2CCCC3)no1	6.2%	.	-7%	6%	7%	.	2%	.	0.5%[50 µM]
CCn1c(SCC(=O)O)nnc1-c1cc2c(C)nn(-c3ccccc3)c2s1	-1.9%	-4%	-2%	9%	0%	-2.0%	9%	-12%	2.1%
CCOC(=O)CC(=O)CSc1ccc2nnc(-c3ccc(C)cc3)n2n1	1.1%	-4%	2%	10%	-1%	0.9%	-1%	22%	6.3%
CCCCSc1nc2c(cc1C#N)CCC2	1.4%	-3%	-7%	6%	-3%	1.2%	10%	9%	0.5%
COc1ccc2nc(SCc3nc(N)nc(Nc4ccccc4)n3)[nH]c2c1	1.5%	-15%	-5%	9%	9%	24%	6%	-8%	0.0%
